Source: PubChem
MC4R ag barr: human MC4R agonism via beta-arrestin; activation, % at 8.9 µM; actives 0.98% (n = 360,000); U2OS MC4R beta-arrestin complementation, luminescence; percent of melanotan II response, DMSO zero;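 active = activation above a per-plate cutoff, the mean activation of sample wells on that plate plus 3 SD, cut at about 8% in these data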
Target sequence (P32245 whole entry, looked up): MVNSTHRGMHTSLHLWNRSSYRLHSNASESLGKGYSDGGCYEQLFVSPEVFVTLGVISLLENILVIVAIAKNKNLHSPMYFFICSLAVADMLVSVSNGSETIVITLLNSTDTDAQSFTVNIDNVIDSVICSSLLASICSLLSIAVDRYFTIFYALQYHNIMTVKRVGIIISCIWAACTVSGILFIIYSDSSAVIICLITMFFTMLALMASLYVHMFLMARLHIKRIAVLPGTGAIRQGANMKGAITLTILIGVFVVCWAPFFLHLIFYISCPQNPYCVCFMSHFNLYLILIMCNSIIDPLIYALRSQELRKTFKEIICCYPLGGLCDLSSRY
Glyco luc inh: blocks N-linked glycosylation in D54 reporter cells; AID 588692; actives 0.23% (n = 360,000); D54 ERlucT glycosylation luciferase reporter, 24 h; percent of 100 nM tunicamycin response; reporter increase, % at 12.5 µM;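 active = mean luciferase reporter signal, scaled so untreated is 0 and the glycosylation-blocking control 100, at or above a set limit in every replicate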;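 also: luciferase carries N-glycosylation sites so blocking glycosylation raises the light; 0% = median of neutral control wells and 100% = median of 100 nM tunicamycin wells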
ABCB6 inh MLPCN: human ABCB6 transporter inhibition; Q9NP58; K562-ABCB6 porphyrin accumulation, flow cytometry, 1 h; hits give low values; fluorescence ratio to DMSO, % at 10 µM; actives 0.19% (n = 360,000); AID 602162;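 active = fluorescence ratio to DMSO below 75%, the collection mean minus 3 SD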;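 also: signal is porphyrin accumulated inside mitochondria; 100% equals median channel fluorescence of DMSO control wells; lower ratio means ABCB6 inhibition with less porphyrin fluorescence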
MC4R antagonist: antagonists of human melanocortin 4 receptor (MC4R) | P32245 | MC4R-expressing cells, MTII-stimulated cAMP, LANCE TR-FRET | inhibition, % at 6.5 µM | actives 0.48% (n = 360,000);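 active = inhibition above its plate's cutoff, the mean of tested wells on that plate plus 3 SD, cut at about 29% in these data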;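 also: 0% = Melanotan II alone and 100% = Melanotan II plus saturating MCL0020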
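Material: human MC4R-expressing U2OS cells. Probe or stimulus: Melanotan II challenge. Dosing: 6.5 µM single dose. Times: 30-min compound, 1-h challenge, 1-h detection, room temperature. Technique: TR-FRET with Eu-cAMP and labeled anti-cAMP, 671 nm. Replication: singlicate.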
Cardio protect: myocardial damage modulation in H9c2 cells | actives 0.63% (n = 360,000) | protection from H2O2 cell death, % at 20 µM | H9c2 cardiomyocytes, H2O2 injury protection, ATPLite, 2 h | AID 588492;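 active = compounds giving at least 50% protection of heart cells from peroxide-induced death in the single-dose screen, raw or plate-pattern-corrected value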;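 also: 0% = DMSO wells with peroxide and 100% = DMSO wells without peroxide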
TLR9-MyD88 inh: blocks human TLR9 binding to MyD88; CHO BLA complementation TLR9-MyD88, CCF4 FRET ratio; actives 0.21% (n = 340,000); Q9NR96+Q99836; inhibition, % at 4.98 µM;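 active = inhibition above the mean over all tested compounds plus 3 SD, cut at about 21% in these data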;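 also: 0% = DMSO only wells and 100% = clavulanate BLA inhibitor control wells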
ABHD5-PLIN5 inh: ABHD5-PLIN5 protein interaction inhibition | Q00G26+Q8WTS1 | Split G. princeps luciferase complementation, luminescence, 4 h | inhibition, % at 4 µM | AID 602281 | actives 0.78% (n = 360,000);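 active = inhibition above the mean inhibition across every tested compound plus 3 SD, cut at about 22% in these data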;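 also: 0% = DMSO only wells and the 100% control is not disclosed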
NCOA2 inhibitor: human SRC2 (NCOA2) inhibition; Q15596; HEK293 GAL4-SRC2 luciferase reporter, luminescence; inhibition, % at 9 µM; actives 0.17% (n = 370,000); AID 651957;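 active = inhibition above the mean inhibition of all tested compounds plus 3 SD, set per campaign, cut at about 52% in these data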;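 also: 0% = DMSO treated cells and 100% = cells given Gossypol at 36 µM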
HTR2A ag: mouse HTR2A agonism via beta-arrestin recruitment. activation, % at 7.6 µM. P35363. actives 0.66% (n = 360,000). CHO-K1 mHTR2A beta-arrestin complementation, luminescence; percent of 30 µM serotonin response;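 active = activation above a run cutoff, the mean activation of all tested compounds plus 3 SD, cut at about 14% in these data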;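 also: 0% = plate median of compound wells and 100% = 30 µM serotonin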
NOD2 RIPK2 PPI: blocks binding of human NOD2 to RIPK2. O43353. CHO BLA complementation NOD2-RIPK2, CCF4 ratio. inhibition, % at 4.98 µM. actives 0.38% (n = 360,000); in the data active = inhibition above about 21%;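 also: 0% = vehicle only and 100% = reference blocker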
Target sequence (O43353 whole entry, looked up): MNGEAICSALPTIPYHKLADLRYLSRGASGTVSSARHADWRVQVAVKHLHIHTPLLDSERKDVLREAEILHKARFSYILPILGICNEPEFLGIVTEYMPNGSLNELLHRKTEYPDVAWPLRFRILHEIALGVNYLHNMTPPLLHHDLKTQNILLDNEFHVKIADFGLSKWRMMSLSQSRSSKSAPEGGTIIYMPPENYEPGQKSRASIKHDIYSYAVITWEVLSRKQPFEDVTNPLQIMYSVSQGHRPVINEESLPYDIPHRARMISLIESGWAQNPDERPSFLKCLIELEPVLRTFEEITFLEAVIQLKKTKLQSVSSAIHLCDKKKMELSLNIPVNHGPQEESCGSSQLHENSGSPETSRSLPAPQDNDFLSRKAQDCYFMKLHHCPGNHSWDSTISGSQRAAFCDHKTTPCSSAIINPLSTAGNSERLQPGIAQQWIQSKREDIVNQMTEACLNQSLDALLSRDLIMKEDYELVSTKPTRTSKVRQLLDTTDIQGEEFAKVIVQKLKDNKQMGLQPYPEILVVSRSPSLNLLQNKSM
An asterisk follows results filed as active; / = no result given.

SMILES	MC4R ag barr	Glyco luc inh	ABCB6 inh MLPCN	MC4R antagonist	Cardio protect	TLR9-MyD88 inh	ABHD5-PLIN5 inh	NCOA2 inhibitor	HTR2A ag	NOD2 RIPK2 PPI
Cc1nc(CS(=O)(=O)c2ccccc2)cc(N2CCOCC2)n1	0.2	-1	99	7	0	-13	4	-14	0	-4
CCOC(=O)C1C(C(=O)NN)C1C(=O)Nc1ccccc1 (configuration not stated)	-3.3	0	106	25	1	12	-10	0	-8	3
C/C(=N\NC(=O)c1ccoc1C)c1cccc2ccccc12	-0.2	-4	93	5	-2	4	-4	-56	6	7
Cc1ccc(OCC(=O)NCCCNC(=O)c2ccncc2)cc1C	0.3	1	98	0	5	-6	-2	14	-10	-5
Cc1sc2ncnc(N3CCC(C(=O)Nc4cc(S(C)(=O)=O)ccc4Cl)CC3)c2c1C	-3.9	-6	95	6	-7	2	9	36	-6	11
COC(CNC(=O)C(=O)NCC1OCCN1S(=O)(=O)c1ccccc1)OC (configuration not stated)	-0.2	2	100	5	1	-13	3	-3	0	-3
COc1cccc(C(=O)NCC(c2ccco2)N2CCc3ccccc3C2)c1 (configuration not stated)	-3.4	1	102	0	-3	-6	0	-6	9	2
Cc1nn(-c2ccc(C(=O)NCC(c3ccco3)N3CCCC3)cc2)c(C)c1Cl (configuration not stated)	1.2	-6	104	-3	2	6	0	-6	-2	-12
COc1ccc(S(=O)(=O)CCC(=O)NC2CCCCC2)cc1	-0.6	0	100	-1	3	-6	3	11	0	-1
CCN1CCN(Cc2c(C)[nH]c3ccc(C(=O)OC)cc3c2=O)CC1	1.4	1	101	11	3	3	-4	-9	-1	-1
CC(=O)C(Sc1ccc2nnc(-c3ccc(C)cc3)n2n1)C(C)=O	-0.7	-1	104	9	10	11	-8	5	0	5
O=C(NCc1cccnc1)C(=O)c1c[nH]c2ccccc12	-2.4	-1	100	-1	8	-2	-5	-20	-6	-8
COc1ccccc1NC(=O)CSc1nc2nc(C)cc(C)c2c(=O)[nH]1	1.3	1	100	2	4	1	2	-5	8	-9
Cc1ncc([N+](=O)[O-])n1Cc1ccc(F)cc1	1.2	1	98	0	4	-4	4	4	5	-8
c1ccc(-c2nc3nc4ccccc4nc3n2Cc2ccco2)cc1	-2.1	0	96	9	14	4	12	-23	1	4

6 successive entries from above, for reference:
SMILES	MC4R ag barr	Glyco luc inh	ABCB6 inh MLPCN	MC4R antagonist	Cardio protect	TLR9-MyD88 inh	ABHD5-PLIN5 inh	NCOA2 inhibitor	HTR2A ag	NOD2 RIPK2 PPI
CCOC(=O)C1C(C(=O)NN)C1C(=O)Nc1ccccc1 (configuration not stated)	-3.3	0	106	25	1	12	-10	0	-8	3
C/C(=N\NC(=O)c1ccoc1C)c1cccc2ccccc12	-0.2	-4	93	5	-2	4	-4	-56	6	7
Cc1ccc(OCC(=O)NCCCNC(=O)c2ccncc2)cc1C	0.3	1	98	0	5	-6	-2	14	-10	-5
Cc1sc2ncnc(N3CCC(C(=O)Nc4cc(S(C)(=O)=O)ccc4Cl)CC3)c2c1C	-3.9	-6	95	6	-7	2	9	36	-6	11
COC(CNC(=O)C(=O)NCC1OCCN1S(=O)(=O)c1ccccc1)OC (configuration not stated)	-0.2	2	100	5	1	-13	3	-3	0	-3
COc1cccc(C(=O)NCC(c2ccco2)N2CCc3ccccc3C2)c1 (configuration not stated)	-3.4	1	102	0	-3	-6	0	-6	9	2

The results go on.
SMILES	MC4R ag barr	Glyco luc inh	ABCB6 inh MLPCN	MC4R antagonist	Cardio protect	TLR9-MyD88 inh	ABHD5-PLIN5 inh	NCOA2 inhibitor	HTR2A ag	NOD2 RIPK2 PPI
Cc1ccc(C)c(NC(=O)COC(=O)CNC(=O)C2CCCCC2)c1	-0.5	-1	102	9	2	-8	-15	-3	-1	-2
O=c1c2c(-c3cccs3)csc2[nH]c(=S)n1-c1ccccc1	-1.3	2	95	31*	14	-1	-13	-15	-2	-10
CSCCC(NC(=O)COc1ccccc1)C(=O)NCCOc1ccc(C)cc1 (configuration not stated)	-0.1	0	95	2	-3	6	-2	-30	4	0
CC(C)OP(=O)(Nc1cccc2ccccc12)OC(C)C	-0.3	-3	103	5	-4	-3	4	-3	-3	7
CC1Cc2ccccc2N1CC(=O)Nc1ccc2c(c1)OCCCO2 (configuration not stated)	-1.9	-1	93	-1	1	-11	4	8	1	-11
O=c1cc(O)sc2ccccc12	0.3	4	105	2	9	-5	-5	-31	-6	-3
CCOc1cc(/C=N/NC(=O)c2ccncc2)cc(Br)c1O	-0.3	0	81	-7	0	1	13	-14	5	-3
COc1ccc(/C=N/NC(=O)CN(Cc2ccccc2)S(=O)(=O)c2ccc3c(c2)OCCO3)cc1	-1.6	-1	100	10	3	8	1	13	-1	3
COc1ccc(S(=O)(=O)/C(C#N)=C/Nc2cccc(F)c2)cc1	1.3	2	98	2	-7	-9	8	26	7	-9
COc1ccc(Cc2c[nH]c(=O)[nH]c2=O)cc1	-1.4	-1	102	2	-2	-9	2	-14	6	-22
O=C(CCN1C(=O)[C@@H]2Cc3ccccc3CN2C1=O)Nc1cccc(F)c1	-0.2	-2	101	-2	1	5	-3	-31	1	-11
CCCCCCCCC(c1nc2cc(C)c(C)cc2[nH]1)n1c(=O)c(-c2ccccc2Br)nc2ccccc21 (configuration not stated)	/	-1	99	/	-3	/	-7	18	5	-14
C[C@]12C(=O)N(c3cccc(F)c3)C(=O)N1[C@@H]1c3ccccc3OC[C@@H]1[C@H]2c1ccccc1	-1.2	-2	94	7	-4	-7	-18	-20	-6	6
COC(=O)C1=C(N)OC2=C(C(=O)CC(C)(C)C2)C1c1ccccc1OC (configuration not stated)	-1.3	3	98	-4	12	5	0	-23	1	-2
CC(C)=C1C2CCC1C1C(=O)N(NC(=O)COc3ccc(C(C)(C)C)cc3)C(=O)C21 (configuration not stated)	0.4	-3	104	4	-1	-10	-10	-1	0	1
Cc1cc(C(=O)N/N=C/c2ccc([N+](=O)[O-])s2)n[nH]1	-1.8	7	95	-30	-3	-7	-5	-16	0	-3
CCN1CCN(CCCN(Cc2ccco2)C(=S)Nc2ccc(Cl)c(C)c2)CC1	-1.7	-1	96	-1	-4	-1	-6	-1	-12	-3
Cc1ccnc(NS(=O)(=O)c2cccc([N+](=O)[O-])c2)c1	0.9	1	98	-8	9	0	1	-25	1	-11
Cc1ccc(C)c(OCCCNCc2ccccc2)c1	6.6	3	99	17	3	-4	8	-24	3	5
Fc1ccc(CNC(=S)Nc2ccccc2F)cc1	-0.1	-1	94	-5	-1	4	5	10	0	0
COc1ccc(CCNC(=O)[C@@H]2C[C@H]2c2ccccc2)cc1OC	-0.7	-2	100	7	2	-4	-1	-20	-1	15
CN(C)c1cccc(C(=O)OCC(=O)Nc2ccccc2Sc2ccccc2)c1	0.7	-1	97	4	-10	3	-8	-2	-3	1
COc1ccccc1-c1sc2ccccc2c1C#Cc1ccc(N(C)C)cc1	-0.3	-6	98	1	-19	7	-1	3	-4	16
COc1ccc(NC(=O)c2c(C(F)(F)F)nn(C)c2SCc2ccccc2Cl)cc1	0.2	-2	94	9	-9	-3	-3	-11	-7	-4
COc1cccc(C(O)c2nc(-c3ccccc3C)cs2)c1 (configuration not stated)	0.0	0	101	4	-6	/	2	-2	-1	-16
Cc1cc(NCCCn2ccnc2)n2ncc(-c3ccccc3)c2n1	-0.8	-19	101	-3	-35	6	5	/	-4	-3
COc1ccc(-n2cnnc2SCCC#N)cc1	-1.3	0	102	3	8	-5	2	-10	-1	3
COc1ccc(Br)cc1CN(C)CC(=O)NCc1ccc(F)cc1	-1.1	0	296	-4	-3	5	7	-3	3	-3
O=S(=O)(c1ccc(Cl)cc1)N1CCn2c1nc1ccccc12	-0.7	1	93	1	1	2	-1	4	-1	4
Cc1cccc(C(=O)OCC(=O)NC(C)CCc2ccccc2)c1O (configuration not stated)	2.2	1	98	4	0	0	1	-11	-7	0
COc1ccccc1N1CCN(S(=O)(=O)c2cccc3nsnc23)CC1	-0.8	-2	93	0	2	10	-3	-15	0	-6
CC(C)CNC(=O)COC(=O)c1ccc(Cl)c(S(N)(=O)=O)c1	0.1	4	99	3	-2	8	-1	-6	0	-6
O=C(NC1CCCCC1)C(c1c(F)cccc1Cl)N(C(=O)c1csnn1)C1CC1 (configuration not stated)	-2.2	-1	91	7	5	-6	-4	5	-2	-5
O=S(=O)(Nc1ccncc1)c1cc(Cl)c(Cl)cc1Cl	-0.1	0	99	3	4	10	3	6	3	-10
COc1ccc(C(C)=O)cc1COC(=O)[C@H](Cc1ccccc1)NC(=O)c1ccco1	0.8	0	98	9	2	-15	5	-2	3	-9
Cc1ccccc1-c1nnc(CN2CCC(C)CC2)o1	-0.6	-2	100	18	-7	-5	-9	-18	-1	-1
Cc1cc(C(=O)N(C)CC(=O)Nc2ccc(Cl)c(C(F)(F)F)c2)no1	0.3	1	101	2	-4	5	-2	2	-1	-7
COc1ccc(C2(CNC(=O)c3ccccc3)CCCC2)cc1OC	0.7	0	93	6	6	-12	-3	20	0	3
CN(C)c1ccc(/C=C/c2nc3ccccc3s2)cc1	0.8	-17	120	10	-40	30*	5	54*	3	22*
O=[N+]([O-])c1ccc(-c2cn3c(n2)SCC3)cc1	0.8	3	99	15	-16	/	-2	-33	2	2
CCCCCCCCC/C(=N\O)c1ccccn1	-0.9	-7	96	4	46	-7	0	-43	-2	-8
Cc1nc2cc(N=NC3=C(O)CCCC3=O)ccc2s1	-3.3	8	101	-23	0	-4	-1	-74	-2	6

A portion of the library, so the mix of outcomes need not match the whole.
